VEEV TC-83 Vero – inhibitors of VEEV TC-83 cytopathic effect, confirmation, Vero cells (AID 588727) | Vero cells, VEEV TC-83 cytopathic effect inhibition; higher % means a stronger effect | inhibition, % at 20 µM; hits with a dose series show IC50 in µM | actives 0.13% (n = 350,000); in the data active means a potency from the dose series; inconclusive means inhibition mostly from about 14% at the one dose, without a potency; inactive means the rest, 99 in 100 with inhibition below about 12%; further: strong numbers were not always called active
tuberculosis growth – growth inhibition of non-replicating M. tuberculosis (AID 488890). Mycobacterium tuberculosis non-replicating, growth inhibition; higher % means a stronger effect. inhibition, % at 25 µM, or IC50 in µM where a hit was titrated. actives 0.39% (n = 320,000); in the data active means a potency from the dose series; inconclusive means inhibition mostly from about 82% at the one dose, without a potency; inactive means the rest, 99 in 100 with inhibition below about 76%;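 further: plate controls were DMSO cells for no effect and high antibiotic wells for full effect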
M. tuberculosis HTS – M. tuberculosis growth inhibition, HTS (AID 449762). M. tuberculosis H37Rv growth inhibition, 7H9 media; higher % means a stronger effect. actives 0.59% (n = 330,000). inhibition, % at 25 µM, or IC50 in µM where a hit was titrated; in the data active means a potency from the dose series; inconclusive means inhibition above about 70% without an active follow-up result;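 further: bacterial growth assessed after seven days of incubation; strong numbers were not always called active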
influenza NS1A – NS1A inhibition, H1N1 influenza, cell based functional assay (AID 504329); NS1A functional cell-based assay, percent inhibition; higher % means a stronger effect; inhibition, % at 12.5 µM; hits with a dose series show IC50 in µM; actives 0.3% (n = 340,000); in the data active means a potency from the dose series; inconclusive means inhibition above about 27% without an active follow-up result; further: strong numbers were not always called active
Salmonella PhoP GFP – Inhibition of PhoP regulon, Salmonella typhi GFP reporter cells, confirmation, 4 h (AID 1850) | Salmonella Typhi PhoP-promoter GFP reporter, fluorescence, 4 h; higher % means a stronger effect | inhibition, % at 50 µM, or IC50 in µM where a hit was titrated | actives 0.33% (n = 310,000); in the data active means a potency from the dose series; inconclusive means inhibition mostly from about 25% at the one dose, without a potency; inactive means the rest, 99 in 100 with inhibition below about 19%;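 further: 0% = induced wells with vehicle and 100% = uninduced wells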
VEEV TC-83 Vero 10K pilot screen – also measured in VEEV TC-83 Vero; calls as there; inhibition, %; measured here: 10K pilot screen inhibition
Active calls of the source: *; i = inactive; u = inconclusive; x = no result given.

SMILES	VEEV TC-83 Vero	tuberculosis growth	M. tuberculosis HTS	influenza NS1A	Salmonella PhoP GFP	others
Cn1cccc1C(=O)Nc1nccs1	1.0%	-1.2%	-7.2%	18.1%	-3.7%
CCOc1ccc(NC(=O)c2cnsn2)cc1	i	59.2%	u	8.1%	0.7%
COc1cccc(/C=C2\SC(=N)N(c3ccc(F)cc3)C2=O)c1	0.7%	1.2%	7.1%	-9.7%	8.6%
O=C(C=C=Nc1ccccc1)C(=O)N=C=Cc1ccccc1	46.3%	u	5.31µM*	-15.5%	-5.5%
C[C@]12CC[C@H](O)CC1=CCC1C2CC[C@@]2(C)C1CC[C@@H]2OCc1ccccc1 (stereo partly drawn)	0.7%	41.4%	14.7%	-6.0%	x
Cc1ccc(CNC(=O)c2cc(-c3ccccc3C)nn2CC2CC(c3cccnc3)=NO2)cc1 (stereo not drawn)	11.5%	11.2%	-0.6%	-11.0%	x
CC(=O)Nc1ccc(NC(=O)CSc2nnc(NC(=O)Cc3ccc(F)cc3)s2)cc1	3.6%	-7.9%	-16.3%	-8.5%	-6.8%
CCOC(=O)c1cccc(C2=CC(=O)C[C@H](c3ccc(OC)c(OC)c3)C2)c1	6.6%	6.9%	29.7%	0.3%	x
CC(C)c1nc(=S)c2ccccc2[nH]1	2.9%	-11.8%	2.0%	-2.0%	0.9%
O=C(CCCN1C(=O)CSc2ncccc21)N1CCN(Cc2ccccc2)CC1	i	x	4.3%	3.3%	-5.0%
CCOc1ccc(C2CC(c3ccc(OC)c(OC)c3)n3nc(N)nc3N2)cc1 (stereo not drawn)	0.1%	-9.9%	-4.4%	-2.1%	-16.4%
CC(C)Oc1ccc(Cc2cnc(N)nc2N)cc1	i	16.0%	5.8%	-1.6%	67.5µM*
CN1CCC(CO)(Cc2ccccc2)CC1	2.0%	0.0%	-2.0%	-11.5%	-16.0%
CCCNC(=O)[C@@H]1CCCN1C(=O)[C@@H]1Cc2ccccc2CN1	0.1%	-9.2%	1.9%	-1.6%	-9.6%
O=C(CSc1nnc(-c2cccnc2)o1)Nc1nccs1	3.9%	-12.5%	51.7%	10.9µM*	0.8%
CC1(C)Cc2c(cnn2-c2cccc(F)c2)C(NC(=O)Cn2cccn2)C1 (stereo not drawn)	1.8%	1.0%	3.1%	-8.2%	-1.4%
Nc1cccc(Oc2ccc3c(c2)C(=O)NC3=O)c1	1.4%	-5.8%	3.8%	2.1%	-4.9%
Cc1ccc(S(=O)(=O)NC(C(=O)OCC(=O)NC2CCS(=O)(=O)C2)C(C)C)cc1 (stereo not drawn)	i	-7.2%	-7.6%	9.2%	-6.9%
Cc1c(-c2ccc(F)cc2)nc(N)c(C#N)c1-c1ccco1	i	3.6%	-7.0%	-2.2%	-7.0%
CCCCNC(=O)NNC(=O)c1ccc(F)cc1	i	4.6%	-5.2%	8.2%	-1.9%
COc1ccc(C2N(c3ccc(C)cc3)CCN2c2ccc(C)cc2)cc1O	7.3%	36.2%	17.8%	-2.7%	-2.5%
O=C(OC(c1ccccc1)c1nccc2ccccc12)c1cc([N+](=O)[O-])cc([N+](=O)[O-])c1 (stereo not drawn)	10.6%	u	u	0.9%	-1.7%
CCC(C)n1c(O)c(/C=N/NC(=O)c2ccncc2)c(=O)[nH]c1=S (stereo not drawn)	0.8%	73.8%	u	22.8%	-6.9%
CC(/C=N/NC(=O)Cc1cccn1C)=C\c1ccccc1	1.6%	16.5%	-2.0%	2.3%	-5.5%
Cc1cc(=O)oc2cc(OCC(=O)N3CCN(Cc4ccccc4)CC3)ccc12	0.2%	8.0%	-2.4%	0.1%	x
Other compounds.
SMILES	VEEV TC-83 Vero	tuberculosis growth	M. tuberculosis HTS	influenza NS1A	Salmonella PhoP GFP	others
O=C(COc1ccc(S(=O)(=O)NCc2ccccc2)cc1)N1CCOCC1	0.7%	-7.8%	-6.8%	6.1%	-8.9%
O=C(CSc1nc2ccccc2o1)N1CCN(c2ccccc2)CC1	1.2%	55.6%	3.9%	3.2%	5.5%
COc1cccc(-c2nnc(SCC(=O)Nc3ccc(OC)c(OC)c3)n2N)c1	3.5%	13.1%	4.5%	4.8%	4.3%
CCOC(=O)CSc1nc2cc(S(=O)(=O)N3CCOCC3)ccc2n1CC	5.0%	66.7%	4.6%	-6.0%	-2.7%
COc1ccc(N=Cc2nc(-c3ccco3)oc2O)cc1	1.6%	32.0%	u	6.0%	1.9%
Cc1c(Cl)cccc1NC(=S)NCCc1ccc(C(F)(F)F)cc1	2.2%	u	8.0%	8.8%	1.9%
COc1ccc(OC)c(Nc2nc(-c3sc(NC(=O)CC(C)C)nc3C)cs2)c1	8.8%	4.5%	u	3.3%	-2.4%
O=C1NN(c2ccc(Cl)c(Cl)c2)C(=O)/C1=C/c1cccc(OC(=O)c2cccs2)c1	x	u	3.2%	x	0.8%
CCOC(=O)c1c(C)[nH]c(C(=O)OCCOc2ccc(Cl)cc2)c1C	0.3%	48.0%	7.2%	-0.1%	-1.3%
COC(=O)[C@]1(C)N[C@H](CN(C)C(=O)Nc2ccc(OC)cc2)[C@@H]2C(=O)N(Cc3ccccc3)C(=O)[C@@H]21	0.8%	-5.8%	-6.7%	-11.2%	x
CC(C)(C)S(=O)(=O)c1ccc2nc3c(n2c1)CCCC3	2.6%	x	-0.5%	18.1%	-0.1%
Cc1ccc(NC(=O)CCCc2c[nH]c3ccccc23)nc1	i	6.5%	-17.9%	7.6%	-5.2%
CCN(CC)S(=O)(=O)c1ccc(C)c(NC(=O)Cn2cnc3cc([N+](=O)[O-])ccc3c2=O)c1	2.8%	4.0%	-2.7%	6.5%	5.6%
COCCNC(=O)C1(C(F)(F)F)CC(CCCO)CCCO1 (stereo not drawn)	i	-1.8%	1.2%	5.4%	-4.7%
CCNC(=O)CC1SC(=Nc2cccc(Cl)c2C)N(C)C1=O (stereo not drawn)	2.5%	3.8%	10.1%	-5.8%	-6.2%
O=C(c1ccc2c(c1)OCO2)[C@@H]1[C@@H]2C(=O)N(C3CCCCC3)C(=O)[C@@H]2C2c3ccccc3C=CN21 (stereo partly drawn)	11.2%	x	x	-5.4%	x
Cc1c(C(=O)N2CCN(S(=O)(=O)c3ccccc3)CC2)oc2ccc(Br)cc12	5.9%	20.0%	5.5%	5.8%	x
O=c1[nH]c(COc2ccc(Cl)cc2Cl)nc2ccccc12	2.9%	1.6%	-2.7%	-2.0%	-8.3%
CCOc1ccccc1C(=O)Nc1ccc(-n2nncc2C(C)(C)C)cc1	1.5%	3.2%	-2.4%	0.8%	11.8%
CC(C)c1ccccc1NC(=O)COC(=O)CCN1C(=O)/C(=C\C=C\c2ccccc2)SC1=S	0.8%	9.2%	0.2%	3.8%	-11.0%
COc1cc2c(cc1OC)C(c1ccccc1O)NCC2 (stereo not drawn)	1.4%	10.2%	-1.8%	-0.5%	9.2%
CN1CCN(Cc2cc(C(C)(C)C)c(O)c(C(C)(C)C)c2)CC1	5.2%	i	-10.4%	-3.6%	0.1%
CC(OC(=O)c1ccncc1)C(=O)NC1CCCC1 (stereo not drawn)	i	-17.6%	-3.8%	-10.9%	0.3%
O=S(=O)(Nc1ccc(-n2cccc2)cc1)c1ccc(F)cc1	1.2%	7.8%	35.8%	8.8%	-1.6%
N#Cc1c2n(c3c(=O)n(Cc4ccccc4Cl)cnc13)CCCCC2	2.8%	18.1%	-6.3%	5.6%	5.1%

Structures above containing a furan ring, fused or not:
SMILES	VEEV TC-83 Vero	tuberculosis growth	M. tuberculosis HTS	influenza NS1A	Salmonella PhoP GFP	others
Cc1c(-c2ccc(F)cc2)nc(N)c(C#N)c1-c1ccco1	i	3.6%	-7.0%	-2.2%	-7.0%
COc1ccc(N=Cc2nc(-c3ccco3)oc2O)cc1	1.6%	32.0%	u	6.0%	1.9%
Cc1c(C(=O)N2CCN(S(=O)(=O)c3ccccc3)CC2)oc2ccc(Br)cc12	5.9%	20.0%	5.5%	5.8%	x

Ordered by length of the SMILES (descending): part of the list above
SMILES	VEEV TC-83 Vero	tuberculosis growth	M. tuberculosis HTS	influenza NS1A	Salmonella PhoP GFP	others
CCOC(=O)CSc1nc2cc(S(=O)(=O)N3CCOCC3)ccc2n1CC	5.0%	66.7%	4.6%	-6.0%	-2.7%
COCCNC(=O)C1(C(F)(F)F)CC(CCCO)CCCO1 (stereo not drawn)	i	-1.8%	1.2%	5.4%	-4.7%
COc1cc2c(cc1OC)C(c1ccccc1O)NCC2 (stereo not drawn)	1.4%	10.2%	-1.8%	-0.5%	9.2%

New compounds follow.
SMILES	VEEV TC-83 Vero	tuberculosis growth	M. tuberculosis HTS	influenza NS1A	Salmonella PhoP GFP	others
Cc1ccc(CNC(=O)CCn2cc(-c3ccc(C)cc3)nc2CCN)cc1	i	33.9%	1.4%	9.6%	3.8%	VEEV TC-83 Vero 10K pilot screen=0.2
Cc1ccc(NC(=O)Cn2cccc2)cc1	0.5%	36.6%	3.9%	7.2%	6.3%
COc1cc(/C=C/C(=O)c2c(O)cc(C)oc2=O)cc(OC)c1O	0.2%	6.9%	60.1%	-1.6%	-13.5%
O=C(CSc1ccc2nnc(-c3cccc(F)c3)n2n1)NCc1ccco1	4.4%	4.9%	2.4%	2.3%	-9.0%
O=C(CSc1ncn[nH]1)NCCC(c1ccccc1)c1ccccc1	5.8%	8.1%	4.9%	-12.1%	-0.2%
Cc1ccc(NC(=O)Nc2ccc(Cl)c(Cl)c2)nc1	2.8%	-5.6%	0.7%	5.2%	4.3%
CCOC(=O)C1=C(C)NC(=O)NC1/C=C/c1ccccc1 (stereo not drawn)	i	8.1%	0.9%	-5.5%	1.4%
CCc1c(C)nc2cc(-c3ccc(Cl)cc3)[nH]n2c1=O	3.5%	8.3%	8.2%	-8.5%	5.9%
CN1C(=O)C2C(c3ccc(N(C)C)cc3)NN(Cc3ccccc3)C2C1=O (stereo not drawn)	3.5%	15.6%	4.4%	0.2%	10.6%
CCOC(=O)COc1ccc(S(=O)(=O)Nc2ccc3c(c2)OCCO3)cc1	0.6%	17.2%	-3.1%	-10.2%	-20.6%
Cc1c(NS(=O)(=O)c2ccc(C(=O)NCc3ccccc3)cc2)c(=O)n(-c2ccccc2)n1C	2.7%	18.7%	-11.6%	4.6%	16.5%
CC(=O)NC(=S)NNC(=O)CCc1ccccc1	0.8%	-13.0%	-2.5%	10.6%	-2.1%
Cc1ccc(OCC(=O)Nc2ccccc2Sc2ccccc2)c([N+](=O)[O-])n1	i	12.6%	-1.2%	14.5%	-13.0%
Cc1ccc(CSCc2ccc(C(=O)O)o2)cc1	0.2%	27.9%	-1.5%	-4.4%	-2.0%

By substructure, the entries above with a Cl atom.
SMILES	VEEV TC-83 Vero	tuberculosis growth	M. tuberculosis HTS	influenza NS1A	Salmonella PhoP GFP	others
Cc1c(Cl)cccc1NC(=S)NCCc1ccc(C(F)(F)F)cc1	2.2%	u	8.0%	8.8%	1.9%
O=C1NN(c2ccc(Cl)c(Cl)c2)C(=O)/C1=C/c1cccc(OC(=O)c2cccs2)c1	x	u	3.2%	x	0.8%
CCOC(=O)c1c(C)[nH]c(C(=O)OCCOc2ccc(Cl)cc2)c1C	0.3%	48.0%	7.2%	-0.1%	-1.3%
CCNC(=O)CC1SC(=Nc2cccc(Cl)c2C)N(C)C1=O (stereo not drawn)	2.5%	3.8%	10.1%	-5.8%	-6.2%
O=c1[nH]c(COc2ccc(Cl)cc2Cl)nc2ccccc12	2.9%	1.6%	-2.7%	-2.0%	-8.3%
N#Cc1c2n(c3c(=O)n(Cc4ccccc4Cl)cnc13)CCCCC2	2.8%	18.1%	-6.3%	5.6%	5.1%
Cc1ccc(NC(=O)Nc2ccc(Cl)c(Cl)c2)nc1	2.8%	-5.6%	0.7%	5.2%	4.3%
CCc1c(C)nc2cc(-c3ccc(Cl)cc3)[nH]n2c1=O	3.5%	8.3%	8.2%	-8.5%	5.9%

From PubChem BioAssay
